Compound activity: PubChem, The Scripps Research Institute Molecular Screening Center
TEAD-YAP block = TEAD-YAP interaction inhibition | hit rate 1.4% among 640,000 | AID 1259422 | inhibition, % at 9.12 µM | HEK-TIYL cells, TEAD-Gal4/YAP UAS-luciferase luminescence; in the data active = inhibition above about 32%;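 note: 0% = median of test compound wells and 100% = reference inhibitor wells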
MITF inh = human MITF inhibition, primary screen; O75030; AlphaScreen MITF homodimerization, bead proximity signal; inhibition, % at 2.6 µM; hit rate 0.91% among 650,000; AID 1259374; in the data active = inhibition above about 50%;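 note: 0% = vehicle wells with protein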
Target sequence (O75030 whole entry, looked up): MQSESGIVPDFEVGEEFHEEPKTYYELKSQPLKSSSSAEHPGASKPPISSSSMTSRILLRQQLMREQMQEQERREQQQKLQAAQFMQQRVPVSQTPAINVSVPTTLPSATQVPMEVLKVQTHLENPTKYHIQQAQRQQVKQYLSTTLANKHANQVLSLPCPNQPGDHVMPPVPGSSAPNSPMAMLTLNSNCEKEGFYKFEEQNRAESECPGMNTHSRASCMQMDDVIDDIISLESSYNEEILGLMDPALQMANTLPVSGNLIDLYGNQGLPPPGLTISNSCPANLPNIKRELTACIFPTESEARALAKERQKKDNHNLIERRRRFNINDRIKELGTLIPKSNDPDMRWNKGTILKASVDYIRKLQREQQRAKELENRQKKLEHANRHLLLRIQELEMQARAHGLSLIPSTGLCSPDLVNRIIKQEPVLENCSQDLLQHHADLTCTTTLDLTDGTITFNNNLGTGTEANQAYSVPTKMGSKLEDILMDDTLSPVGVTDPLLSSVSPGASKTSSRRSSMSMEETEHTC
GPR151 ag = activates the human receptor GPR151 | Q8TDV0 | AID 1508602 | activation, % at 11.2 µM | hit rate 1% among 650,000 | PathHunter beta-arrestin GPR151 cells, luminescence; in the data active = activation above about 4.9%;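 note: 0% = median of compound wells and 100% = cells with positive control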
Target sequence (Q8TDV0 whole entry, looked up): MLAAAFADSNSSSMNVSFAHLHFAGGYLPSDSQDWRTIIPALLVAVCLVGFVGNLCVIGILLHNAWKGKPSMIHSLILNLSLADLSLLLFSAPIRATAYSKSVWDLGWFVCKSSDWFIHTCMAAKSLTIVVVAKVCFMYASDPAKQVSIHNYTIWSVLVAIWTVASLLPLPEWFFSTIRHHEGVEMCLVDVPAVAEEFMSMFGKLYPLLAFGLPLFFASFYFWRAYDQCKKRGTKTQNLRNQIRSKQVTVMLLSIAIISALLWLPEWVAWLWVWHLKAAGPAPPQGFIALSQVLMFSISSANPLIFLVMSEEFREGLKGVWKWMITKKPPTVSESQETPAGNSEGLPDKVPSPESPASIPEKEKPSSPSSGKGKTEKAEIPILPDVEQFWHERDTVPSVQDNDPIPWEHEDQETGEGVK
FBW7 act = activators of human E3 ligase FBW7. AlphaScreen FBW7–phospho-cyclin E peptide binding, activator screen. normalized activity (activation), % at 26.1 µM. hit rate 0.13% among 650,000. AID 1259310; in the data active = normalized activity above about 1.9%;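 note: purified mutant Fbw7 with reduced substrate affinity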
* hit, by the source's call.

SMILES,TEAD-YAP block,MITF inh,GPR151 ag,FBW7 act
O=C(NCc1ccc(Cl)s1)C1CC(Cc2ccc(F)cc2)=NO1 (centres undefined),-30,4,2.5,-0.5
COc1cccc(CN2CCN(C(=O)c3c(C)noc3C)[C@@H](C)C2)c1,11,15,-0.5,0.5
CC(=O)NC(CCS(C)(=O)=O)C(=O)Nc1ccc(C)cc1C (centres undefined),5,-4,-0.5,0.0
CCc1ccc(N2C(=O)NC(=O)/C(=C/c3cccc(F)c3)C2=O)cc1,10,12,3.4,-0.3
O=C(NCCc1nnc2ccc(SCc3ccccc3)nn12)c1ccc(F)cc1,-1,-3,0.6,-0.2
O=C(CC12CC3CC(CC(C3)C1)C2)Nc1ccc(CN2CCOCC2)cc1,-3,2,-0.5,0.1
O=Cc1c[nH]n2c(=O)c3ccccc3nc12,-15,-2,-5.8,0.0
CCOCCOC(=O)C1=C(C)NC2=C(C(=O)CCC2)C1c1cccc(OC)c1 (centres undefined),4,4,0.1,0.2
O=C(NCC1(c2cccs2)CCCC1)C1CCCC1,-16,-5,0.0,-0.2
CC(C)c1ccc(/C=N/NC(=S)NC2CCS(=O)(=O)C2)cc1 (centres undefined),7,-6,1.8,0.0
Cc1nnc(N2CCN(c3ccccc3)CC2)[nH]c1=O,-8,-14,-0.6,-0.1
COc1cc(NC(=O)COCC(=O)O)cc(-n2cnnn2)c1,7,18,0.5,0.1
O=C(Nc1ccc2c(c1)OCCO2)C1CCCN(S(=O)(=O)c2cnc[nH]2)C1 (centres undefined),1,14,0.6,0.0
COc1ccc(/C=C2/SC(N3CCOCC3)=NC2=O)cc1,0,-1,-0.3,0.0
O=C(NCc1cccs1)C1CC(c2ccc(Cl)cc2)=NO1 (centres undefined),5,-1,-0.6,0.1

The last 3 records of the section before lead into the next:
SMILES,TEAD-YAP block,MITF inh,GPR151 ag,FBW7 act
O=C(Nc1ccc2c(c1)OCCO2)C1CCCN(S(=O)(=O)c2cnc[nH]2)C1 (centres undefined),1,14,0.6,0.0
COc1ccc(/C=C2/SC(N3CCOCC3)=NC2=O)cc1,0,-1,-0.3,0.0
O=C(NCc1cccs1)C1CC(c2ccc(Cl)cc2)=NO1 (centres undefined),5,-1,-0.6,0.1
CCN1C(=O)c2ccccc2S(=O)(=O)c2ccc(C(=O)N3CCc4ccccc43)cc21,21,10,1.3,0.0
Cc1ccccc1CN(CC(N)=O)S(=O)(=O)c1ccc(Cl)cc1,10,5,-0.1,0.1
Fc1cccc(CSc2ncnc3c2c(-c2ccccc2)cn3-c2cccc(F)c2)c1,1,8,0.5,0.0
O=C(NCCSCc1ccccc1)c1ccc2c(=O)n(CC3CCCO3)c(=S)[nH]c2c1 (centres undefined),-1,0,-1.0,-0.2
CC(C)C[C@@H]1NC(=O)[C@@H]2C[C@H](NC(=O)c3cccs3)CN2C1=O,-23,7,-2.0,0.8
Cc1ccc(-c2csc(NC(=O)CN3C(=O)CCC3=O)n2)cc1,4,6,1.0,-0.1
CC(C)CCNC(=O)CCS(=O)(=O)c1ccc2c(c1)OCC(=O)N2,-3,-11,-0.3,0.0
COc1cc(/C=C2\SC(=O)NC2=S)ccc1O,4,15,0.2,-0.2
O=C(NC1CCCCCC1)C1CCCN(C(=O)N2CCOc3ccccc32)C1 (centres undefined),5,5,-0.4,0.0
COC(=O)Nc1ccc(S(=O)(=O)N2CCC(C(=O)Nc3ccccc3C)CC2)cc1,3,3,0.1,0.3
O=C(Nc1ccc(N2CCOCC2)cc1)c1csc(Nc2ccc(N3CCOCC3)cc2)n1,-10,23,-1.5,-0.2
COc1ccc(CNC(=O)Cc2ccc(F)cc2)cc1,-19,7,-1.7,-0.1
COCCN1C(=O)/C(=C/c2ccc(O)c([N+](=O)[O-])c2)SC1=S,-11,29,-1.8,0.4
Cc1c(Nc2ccc([N+](=O)[O-])c3nonc23)c(=O)n(-c2ccccc2)n1C,3,19,-0.3,0.0
COc1cccc(NC(=O)CN2CCCC2)c1,-14,-14,-0.7,-0.1

3 structures from above, arranged by formula weight, lowest first:
SMILES,TEAD-YAP block,MITF inh,GPR151 ag,FBW7 act
COCCN1C(=O)/C(=C/c2ccc(O)c([N+](=O)[O-])c2)SC1=S,-11,29,-1.8,0.4
Cc1c(Nc2ccc([N+](=O)[O-])c3nonc23)c(=O)n(-c2ccccc2)n1C,3,19,-0.3,0.0
Fc1cccc(CSc2ncnc3c2c(-c2ccccc2)cn3-c2cccc(F)c2)c1,1,8,0.5,0.0

(more compounds)
SMILES,TEAD-YAP block,MITF inh,GPR151 ag,FBW7 act
N/C(=N\OC(=O)c1sc2ccccc2c1Cl)c1ncon1,40*,17,-0.3,1.2
Cc1ccc(C)c(OCCCCn2ccnc2)c1,-5,-6,-0.6,-0.1
CCSC1=NSC2=NC(=O)/C(=C\c3ccco3)C(=N)N12,-11,6,1.0,-0.1
CC(=O)NNC(=S)Nc1cccc(S(=O)(=O)N(C)C)c1,-3,-5,2.4,0.0
C=CCn1c(SC(C)CC)nc(O)cc1=O (centres undefined),12,6,-0.8,0.6
COc1ccc(C)cc1-n1nnnc1SCc1csc(C)n1,8,4,-1.4,-0.1
Cc1nnc(NC(=O)CC23CC4CC(CC(C4)C2)C3)s1,5,-5,1.8,0.0
COc1ccc(C(=O)NCCc2ccc(N(C)C)cc2)cc1,-4,14,0.5,-0.2
COc1ccc2oc(=O)c(-c3nnc(-c4ccc(Cl)cc4)o3)cc2c1,4,84*,-0.8,0.4
CCOc1ccc2ccc(OCC)c(/C=N/n3cnnc3)c2c1,-12,11,-0.1,0.1
O=C(C1CC1)N1CCc2cc(Br)cc(S(=O)(=O)NCc3ccccn3)c21,3,4,0.6,-0.2
Cc1c(Cl)cccc1NC(=O)Cn1ncc2ccccc21,-1,1,0.2,0.1
Cc1cccnc1N(C(=O)c1cccc(N(C)C)c1)C(=O)c1cccc(N(C)C)c1,-3,-1,0.1,0.0
CCOc1ccc(OCc2ccc(-c3nc4ccccc4c(=O)n3N)cc2)cc1,-62,10,1.4,-0.1
Cc1cc(C=O)c(C)n1-c1ccc(N2CCCCC2)c([N+](=O)[O-])c1,11,21,-0.9,-0.1
COc1ccc(-c2csc(NC(=O)c3ccc(Cl)s3)n2)cc1,-12,-3,-1.8,0.1
Cc1cc(C(=S)N2CCOCC2)c(C)n1-c1ccc(F)cc1,8,3,0.0,-0.2
CCCOc1ccc(C2NC(C(=O)O)Cc3c2[nH]c2ccccc32)cc1OC (centres undefined),-7,4,-0.3,0.0
N#C/C(C(N)=O)=C1\Oc2c(cc(O)cc2-c2cccc(C(F)(F)F)c2)S1,17,5,-0.7,0.1
Oc1ccc(Cc2ccccc2Cl)cc1CNc1ccc(N2CCOCC2)cc1,3,-1,-0.3,-0.1
O=S(=O)(c1ccc(C2CCCCC2)cc1)N1CCN(c2ncccn2)CC1,7,6,0.7,0.2
NS(=O)(=O)c1ccc(NC(=S)Nc2ccc(I)cc2)cc1,-5,-2,2.1,-0.2
COc1ccc2cc(C=O)c(N3CCOCC3)nc2c1,2,9,-0.2,0.1
C[C@H]1C(=O)N(C)CCN1C(=O)CCc1nnc(CCc2c[nH]c3ccccc23)o1,-1,-13,0.8,-0.1
O=C(Nc1ccc(F)c([N+](=O)[O-])c1)c1ccc(Br)s1,5,11,1.8,0.0
CC(=O)NC(=S)Nc1ccc(NC(=S)NC(=O)C(C)C)cc1,4,8,4.3,0.1
Cc1ccc(-c2nnc3ccc(SCC(=O)N4CCCCCC4)nn23)cc1,6,6,0.3,0.1
CC1=NN(C(=O)c2ccc(C)c(C)c2)C(O)(C(F)(F)F)C1 (centres undefined),-12,23,-0.8,0.7
Cc1ccc(OCC(=O)Nc2ccc(S(=O)(=O)N3CCCCCC3)cc2)c(Br)c1,7,9,-1.4,0.1
N#CC(C#N)C1(c2c(C34CC5CC(CC(C5)C3)C4)[nH][nH]c2=O)C(=O)Nc2ccccc21 (centres undefined),-4,20,-1.3,0.2
O=C(Nc1nnc(-c2ccc3c(c2)OCO3)s1)c1ccc2ccccc2c1,-3,19,-0.5,0.0
CC1(C)CC(=O)C2=C(C1)OC1N(C3CC3)C(=O)C[C@@]21C (some centres undefined),-6,-9,3.8,-0.1
CC(C)(C)c1ccc(OC(=O)c2ccc([N+](=O)[O-])cc2)cc1,13,13,-0.1,-0.1
CC1CCCC(NC(=O)CCCn2c(=S)[nH]c3ccccc3c2=O)C1C (centres undefined),-1,-2,0.2,0.2
O=C(OCc1cccc([N+](=O)[O-])c1)c1ccccc1Cl,11,-10,-1.0,-0.2
O=C(Nc1cc(=O)[nH]c(=O)[nH]1)c1ccccc1[N+](=O)[O-],6,8,0.8,0.3
O=C(Cn1cc2c(n1)CCCC2)Nc1c(F)cc(F)cc1Br,4,3,0.3,0.1
COc1ccc(/C=C2\N=C(c3ccco3)OC2=O)c(OC)c1OC,-1,-1,0.0,-0.1
CCN1C(=O)N/C(=C/c2ccc(OCc3cccc(F)c3)cc2)C1=O,3,6,1.0,0.1
CCCCc1cc(=O)oc2cc(OCC(=O)OC)c(Cl)cc12,3,10,-1.2,1.0
CC(C)C[C@@H]1NC(=O)[C@H]2CN(Cc3cnn(-c4ccccc4Cl)c3)CCN2C1=O,15,3,-0.4,0.0
CCOc1ccc(OC(=O)c2cccc(C(=O)Oc3ccc(OCC)cc3)n2)cc1,-2,6,-0.4,0.2
COc1ccc(-n2nc3cc(C)c(NC(=O)c4cccc5c(Br)cccc45)cc3n2)cc1,10,13,0.7,0.1
CSc1ccccc1C(=O)N1CCC(C(=O)Nc2cc(C)on2)CC1,4,10,0.1,0.4
CC(C)N=c1c([N+](=O)[O-])nn(C)n1O,-8,-2,0.1,-0.1
CCSc1nnc(-c2cccc(S(=O)(=O)N(CC)CC)c2)o1,-16,8,-1.2,0.7
COc1ccc2ccccc2c1/C=N/NC(=O)C1CC1,-2,3,1.3,0.0
N#Cc1cc2cc3c(cc2nc1NCCNC(=O)c1ccccc1Br)OCO3,-2,-4,1.1,-0.2
O=C(CC1C=CCC1)NCc1ccc(Cl)cc1 (centres undefined),7,18,-1.4,-0.1
O=C(CCC(=O)N/N=C/c1ccccc1Cl)N/N=C\c1ccccc1Cl,0,-7,-1.0,-0.2
O=C(NC1CCCCCC1)c1cc(S(=O)(=O)N2CCc3ccccc32)ccc1F,0,8,0.3,0.1
COc1ccc(NC(=O)CSc2ccsc2[N+](=O)[O-])cc1Cl,16,22,-0.7,0.8
Cc1ccccc1-c1cc(=O)oc(-c2ccc(Br)cc2)n1,1,-5,2.5,-0.3
COc1ccc([N+](=O)[O-])cc1NCc1ccc(OC)c(OC)c1OC,10,42,0.5,0.1
O=C(C1=C(O)C(=O)N(CCN2CCOCC2)C1c1ccccc1)c1ccco1 (centres undefined),1,10,0.5,-0.3
O=C(CCl)NNC(=O)C1CC1c1ccccc1 (centres undefined),-18,-8,4.3,0.2
CC(NC(=O)c1cccnc1)C(c1cccs1)N1CCN(c2ccccc2F)CC1 (centres undefined),-6,-6,1.2,0.7
CCOC(=O)CSc1nnc(NC(=O)C(C)(C)C)s1,2,22,0.4,0.2
COc1cc(S(=O)(=O)NCc2ccncc2)ccc1Cl,40*,17,2.9,-0.2
CCOc1ccc(NC(=O)CC(C)c2ccccc2)cc1 (centres undefined),-7,-1,2.1,0.9

Continuation.
SMILES,TEAD-YAP block,MITF inh,GPR151 ag,FBW7 act
CC1=C(C(=O)OCc2ccccc2)C(c2ccccc2Cl)n2nnnc2N1 (centres undefined),4,-7,1.9,-0.1
O=C(Nc1cc(F)ccc1F)c1ccc(=O)n(Cc2ccc(F)cc2)c1,1,-13,3.2,0.2
Cc1ccc(C2=N/C(=C/c3ccc4c(c3)OCO4)C(=O)O2)cc1[N+](=O)[O-],1,4,1.9,0.0
COc1ccc(Cl)cc1NC(=O)CNC(=O)c1nn(-c2ccc(OC)c(OC)c2)c(=O)c2ccccc12,21,7,1.3,0.0
Cc1ccc(CNCc2cccnc2)o1,2,11,1.5,0.2
CCn1c(SCC(=O)NCCCOC)nnc1-c1cccs1,-5,2,-0.4,-0.1
O=C(c1n[nH]c2c1CCC2)N1CCn2cc(C(F)(F)F)nc2C1,-9,11,-0.8,0.2
COc1ccc2c(c1)OC(C)CN(CCNC(=O)c1ccc(-n3cccn3)cc1)C2 (centres undefined),-2,14,-0.7,1.2
CC1(C)CC(=O)C(C=Nc2ccc(O)c(N=CC3=C(O)CC(C)(C)CC3=O)c2)=C(O)C1,0,-3,-0.3,-0.2
CCOCCOC(=O)c1ccc(NC(=O)COc2ccc(C)cc2Br)cc1,-2,-9,-0.3,-0.3
O=c1[nH]c(=S)n(-c2ccc(F)cc2)c(O)c1C=Nc1ccccc1F,-4,4,-1.1,0.2
Cc1cc(-n2c(C)nc3ccccc3c2=O)ccc1NS(=O)(=O)c1cc(F)ccc1F,-6,-4,0.2,1.2
COc1ccc(/C=C/C(=O)OCc2ccc([N+](=O)[O-])cc2)cc1S(=O)(=O)NCC1CCCO1 (centres undefined),7,5,-0.2,-0.1
O=C(Nc1cccc2cccnc12)c1ccccc1[N+](=O)[O-],-5,5,-0.4,0.1
